# Screening results: PubChem, several laboratories
# GSK3A inh – blockers of GSK3A enzyme activity – biochemical, luminescence, cell-free homogeneous, HTS, primary screen; Glycogen synthase kinase-3 alpha (Homo sapiens), P49840; GSK-3 alpha kinase, ADP-Glo luminescence, 60 min; inhibition, % at 10 µM; 320,000 compounds, 0.1% hits;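 in the data active = inhibition above about 50%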;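 note: GST-tagged GSK-3 alpha with peptide substrate and 25 µM ATP; 0% = DMSO neutral wells and 100% = GW8510 positive control wells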
# KCNQ1 inh – inhibitors of human KCNQ1 channel, primary screen, cell-based, thallium flux, high-throughput | CHO-K1 KCNQ1, FluxOR thallium flux fluorescence; active compounds read high | B-score at 10 µM | 310,000 compounds, 1.3% hits | AID 2642, 2010;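 active = compounds whose thallium flux B-score, printed positive for inhibition, exceeds three library SD while starting fluorescence stays within three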;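 note: channel opened by potassium depolarization with thallium stimulus after 20 min compound exposure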
# Target sequence (P51787 whole entry, looked up): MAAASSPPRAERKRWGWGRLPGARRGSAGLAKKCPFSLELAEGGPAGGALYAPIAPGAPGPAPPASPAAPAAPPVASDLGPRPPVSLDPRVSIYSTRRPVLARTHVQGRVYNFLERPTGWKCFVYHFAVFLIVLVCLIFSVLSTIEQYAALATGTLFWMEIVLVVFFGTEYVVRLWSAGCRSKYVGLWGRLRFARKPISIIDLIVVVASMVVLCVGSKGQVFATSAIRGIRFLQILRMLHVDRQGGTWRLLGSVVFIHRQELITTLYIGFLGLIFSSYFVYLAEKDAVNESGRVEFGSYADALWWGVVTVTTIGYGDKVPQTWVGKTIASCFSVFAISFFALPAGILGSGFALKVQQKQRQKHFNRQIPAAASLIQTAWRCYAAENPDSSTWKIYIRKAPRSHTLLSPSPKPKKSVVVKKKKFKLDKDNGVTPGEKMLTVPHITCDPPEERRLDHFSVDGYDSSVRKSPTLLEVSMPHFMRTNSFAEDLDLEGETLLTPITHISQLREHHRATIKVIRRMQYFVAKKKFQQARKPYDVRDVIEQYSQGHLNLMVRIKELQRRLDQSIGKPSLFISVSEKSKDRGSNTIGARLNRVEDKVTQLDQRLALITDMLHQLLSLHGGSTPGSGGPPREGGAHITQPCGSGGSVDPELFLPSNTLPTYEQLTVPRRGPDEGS
# KCNK3 inh – human KCNK3 channel inhibitors, primary screen, CHO cells, FluxOR thallium flux, B-score; Potassium channel subfamily K member 3 (Homo sapiens), O14649; FluxOR fluorescence; active compounds read low; B-score at 10 µM; 340,000 compounds, 0.84% hits; AID 602410, 2012;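 active = B-score under library mean minus 4 SD, starting fluorescence ratio at most library mean plus 5 SD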;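 note: more negative B-score means stronger inhibition of thallium flux through KCNK3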
# KCNQ1 act – potentiators or activators of KCNQ1 channel, primary screen, cell-based, thallium flux, high-throughput; 310,000 compounds, 0.35% hits; Potassium voltage-gated channel subfamily KQT member 1 (Homo sapiens), P51787; CHO-K1 KCNQ1, thallium flux FluxOR fluorescence; active compounds read high; B-score at 10 µM;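 active = fluorescence ratio B-score, a plate-corrected score, at least three library SD, with initial intensity B-score within 5 SD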
#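 Doses: Single concentration per compound, DMSO matched to controls | Test system: KCNQ1-transfected CHO-K1 cells | Timing: 90 min dye loading and 20 min compound exposure, both at room temperature | Measured by: Kinetic FluxOR thallium fluorescence, 10-s 1-Hz baseline, 110-s post-stimulus read | Medium: Assay buffer with matched DMSO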
# hERG rescue – hERG rescue from dofetilide block, primary screen, cell-based, CHO-hERG, FluxOR thallium flux, dofetilide IC70; dofetilide IC70 present; activation (rescue from dofetilide block), less the hit threshold, % at 10 µM; 310,000 compounds, 0.51% hits; AID 1511, 2009;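 active = activation above the mean of controls blocked by dofetilide plus 5 SD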;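 note: thallium influx through hERG after potassium depolarization seen as dye fluorescence rise; in these data hits start at about 4.7%; inactives centre near -7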
# GSK3beta inhib – human GSK3beta kinase inhibitors, primary screen, biochemical, cell-free homogeneous, HTS; activity score (negative = inhibition), % at 10 µM; GST-GSK3beta kinase, ADP-Glo luminescence, 60 min; active compounds read low; Glycogen synthase kinase-3 beta (Homo sapiens), P49841; AID 2097, 2009; 300,000 compounds, 0.038% hits;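 active = more than half of replicate wells score below -50%, meaning over 50% inhibition versus plate controls; inconclusive = some replicates but at most half score below -50%; inactive = no replicate scores below -50%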;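 note: 0% = median DMSO wells and -100% = median GW8510 positive control wells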
# Target sequence (P49841 whole entry, looked up): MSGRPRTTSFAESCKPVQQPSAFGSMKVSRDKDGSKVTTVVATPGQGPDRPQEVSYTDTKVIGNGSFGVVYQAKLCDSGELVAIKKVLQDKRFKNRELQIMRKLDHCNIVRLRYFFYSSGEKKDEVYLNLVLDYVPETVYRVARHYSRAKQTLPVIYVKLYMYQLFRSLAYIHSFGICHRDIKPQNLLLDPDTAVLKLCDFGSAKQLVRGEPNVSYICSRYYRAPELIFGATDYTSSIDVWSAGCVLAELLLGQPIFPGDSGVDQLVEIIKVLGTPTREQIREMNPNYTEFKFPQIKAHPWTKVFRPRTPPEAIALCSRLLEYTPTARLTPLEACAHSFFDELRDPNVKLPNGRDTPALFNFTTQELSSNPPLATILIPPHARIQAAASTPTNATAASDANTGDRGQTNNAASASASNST
#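 Assay system: GST-tagged human GSK3beta kinase, cell-free; Input: 1.6 ng GSK3beta; Medium: Tris/MgCl2 kinase buffer; Timing: 60 min enzyme reaction, room temperature; Signal: ADP-Glo luminescence quantifying ADP generated by kinase; Evaluation: score relative to plate controls; Benchmarks: DMSO neutral wells and GW8510 at 20 µM as positive.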
# Dyrk1A ADPGlo – rat Dyrk1A kinase inhibitors, primary screen, biochemical, single point, plate reader. Dual specificity tyrosine-phosphorylation-regulated kinase 1A (Rattus norvegicus), Q63470. ADP-Glo luminescence, NFATc1 peptide. inhibition, % at 12.5 µM. 310,000 compounds, 0.43% hits. AID 504441, 2011; in the data active = inhibition above about 50%;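 note: plate controls were vehicle with enzyme for no effect and no enzyme for full effect; many of its hits are not listed in these tables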
# PolyA inhibitor – polyadenylation inhibitors in yeast reporter cells, primary screen, luminescence, S. cerevisiae; S. cerevisiae SKY197-pL101 polyadenylation reporter, beta-gal luminescence; efflux-impaired pdr1/pdr3 knockout yeast; score 100 = 6 SD above DMSO; calls only at 12 µM; 300,000 compounds, 0.02% hits;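 active = lowest replicate activity score at least 50, where 100 means six control SD above control mean; inconclusive = lowest score under 50 but half or more replicates reach 50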;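 note: yeast exposed to compound for 9 h at 30 °C; higher score means more reporter readthrough which indicates perturbed polyadenylation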
# HDAC3 inhib – HDAC3 deacetylase inhibitors, primary screen, biochemical, fluorescence, cell-free homogeneous | Histone deacetylase 3 (Homo sapiens), O15379 | recombinant HDAC3, fluorogenic peptide/trypsin coupled | inhibition, % at 8.3 µM | 320,000 compounds, 0.15% hits; in the data active = inhibition above about 26%, passing the limit was not always enough; inconclusive = no clear call, values can overlap the other calls
# KCNK9 inh – KCNK9 potassium channel inhibitors, primary screen, HEK293 cells, thallium flux. B-score at 10 µM. FluxOR thallium flux fluorescence; active compounds read low. 310,000 compounds, 1.2% hits. AID 488922, 2010;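 active = ratio B-score over 3 SD below the library mean, with starting fluorescence within 5 SD of its mean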;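 note: negative B-score means less thallium flux so channel inhibition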
# RGS4 act – RGS4 potentiators or activators, primary screen, cell-based, HEK293 M3R inducible RGS4, calcium flux. 310,000 compounds, 0.92% hits. B-score at 10 µM. AID 463111, 2010. carbachol calcium flux Fluo4; active compounds read low;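 active = B-score of the integrated calcium signal more than 4 SD below the library mean, with starting fluorescence not abnormally high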;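 note: negative B-score means reduced calcium response which marks RGS4 activation or potentiation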
#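 Test system: HEK293 cells with stable M3R and inducible RGS4; also added: carbachol at ECmax as muscarinic agonist stimulus; schedule: dye loading 30 min 37 °C, buffer rest 30 min RT; technique: kinetic calcium fluorescence imaging with Fluo4-AM dye, 2 µM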
# An asterisk follows results filed as active; i = inactive; ? = inconclusive; . = no result given.
SMILES,GSK3A inh,KCNQ1 inh,KCNK3 inh,KCNQ1 act,hERG rescue,GSK3beta inhib,Dyrk1A ADPGlo,PolyA inhibitor,HDAC3 inhib,KCNK9 inh,RGS4 act
COc1cccc(C(=O)Nc2cccc(NC(C)=O)c2)c1,0,i,i,i,-8,1,10,i,3,i,i
O=C(Nc1ccc(Cl)cc1)N1CCOC12CCC1(CC2)OCCO1,-2,i,i,i,-20,2,.,i,-6,i,i
COC(=O)c1ccc(NC(=O)CNCc2ccncc2)cc1,-1,i,i,i,-4,3,-6,i,0,i,i
COCCN(C(=O)COC(=O)c1cccnc1Cl)c1c(N)n(Cc2ccccc2)c(=O)[nH]c1=O,.,i,i,i,-2,2,-1,i,.,i,i
CC(=O)c1ccc(-c2ccc(C(=O)N3CCCc4ccccc43)o2)cc1,0,i,i,i,-12,-10,16,i,11,i,i
C/C(=N\NC(=O)c1nnn(-c2nonc2N)c1C)c1ccc(OCc2ccccc2)cc1,-1,i,i,i,-6,1,0,i,4,i,i
Cc1ccc(CNC(=O)CSc2nc3ccccc3c(=O)n2CCCO)cc1,-5,i,i,i,-12,-3,-5,i,0,i,i
CCCN1CCN(C2CCCCC2NS(=O)(=O)c2ccc(Cl)cc2)CC1 (centres undefined),.,i,i,i,-5,3,-2,i,0,i,i
COc1ccc(CCNC(=O)Cc2cc(=O)[nH]c(=O)[nH]2)cc1OC,1,i,i,i,-6,0,0,i,1,i,i
Cc1ccc(-n2nc3c(=O)n(C(C)C(=O)NCCC4=CCCCC4)nc(C)c3c2C)cc1 (centres undefined),2,i,i,i,-12,2,6,i,-3,i,i
CCCc1cc(=O)[nH]c2nnc(SCC(=O)Nc3ccc4c(c3)OCCO4)n12,0,i,i,i,-8,-4,-3,i,0,i,i
Cn1nc(-c2ccc(Cl)cc2)cc1NC(=O)CC(C)(C)CC(=O)O,0,i,i,i,-3,-4,.,i,1,i,i
Cc1ccc(S(=O)(=O)N(C)C)cc1NC(=O)c1ccccc1Br,-1,i,i,i,-8,0,-5,i,-3,i,i
Cc1nn(CCc2nn[nH]n2)c2nc(-c3ccc(Br)cc3)cc(C(F)(F)F)c12,0,8*,i,i,-6,3,-6,i,-2,i,i
COc1cc(/C=C/C(=O)O)cc(S(=O)(=O)NCc2ccc3c(c2)OCO3)c1OC,-3,i,i,i,-2,0,-2,i,4,i,i
CN(C[C@H](Cc1ccccc1)N(CCN(CCc1ccccc1)N=O)N=O)N=O,-1,i,i,i,-5,1,-2,i,10,i,i
Cc1ccc(/C=C/C(=O)NCc2cccs2)cc1,9,i,i,i,-4,1,-4,i,1,i,i
CCSc1nnc(NC(=O)C2CCN(S(=O)(=O)c3cc(C(F)(F)F)ccc3Cl)CC2)s1,2,i,i,i,-14,0,1,i,5,i,i
O=C(COc1ccc2ccccc2c1)NNC(=O)[C@@H]1CCCC[C@@H]1C(=O)O,-4,i,i,i,-5,1,8,i,-3,i,i
COc1cccc(NC(=O)Nc2nnc(-c3ccccc3SCc3ccccc3)s2)c1,-2,i,i,i,-10,2,1,i,-2,i,i
Cc1ccc2c(c1)C(=O)C(=O)N2CCCOc1ccccc1,-1,i,i,i,-14,4,9,i,.,i,i
COc1ccc(NC(=O)Cn2c(=O)c(C)nc3ccccc32)cc1Cl,-2,i,i,i,-17,1,-3,i,9,i,i
COc1cc2[nH]cc(C(=O)NCc3cccs3)c(=O)c2cc1OC,0,i,i,i,-5,2,0,i,1,i,i
O=C(c1nc2nc(-c3ccccc3)cc(C(F)(F)F)n2n1)N1CCOCC1,1,i,i,i,-17,2,-3,i,-2,i,i
C=CCNc1nc(NCCN2CCOCC2)nc(OC)n1,-4,i,i,i,-8,-1,-1,i,10,i,i
CCOC(=O)c1ccc2c(c1)n(CC)c(/C=C/Nc1ccccc1)[n+]2CC,1,13*,i,i,-25,-1,-1,i,5,i,i
CCc1ccc(OCC(=O)N/N=C/c2ccc(OS(=O)(=O)c3ccc(C)cc3)c(OC)c2)cc1,-3,i,i,i,-8,0,6,i,-1,i,i
COc1ccc2nc3oc(C(=O)N4CCN(c5cccc(C(F)(F)F)c5)CC4)cc3cc2c1,3,i,i,i,-6,2,20,i,-10,i,i
C[C@@H](NC(=O)C(=O)c1c[nH]c2ccccc12)c1ccccc1,-5,i,i,i,-6,0,-2,i,-3,i,i
CCN(CC)c1ccc(C(=O)N/N=C(\C)c2ccc(O)cc2)cc1,-2,i,i,i,-14,-2,1,i,-2,i,i
C=CCNC(=O)CCc1nnc(C2(c3ccc(Cl)cc3)CCC2)o1,-1,i,i,i,-2,-3,-3,i,.,i,i
COc1cc(NS(=O)(=O)c2ccc(Nc3nc(-c4ccccc4)cs3)cc2)nc(OC)n1,-1,i,i,i,-4,5,-6,i,?,i,i
O=C(NCCc1ccccn1)c1ccc(OC2CCN(Cc3ccccn3)CC2)cc1,-1,i,i,i,-5,-2,0,i,-5,i,i
Cc1c(OC(C)C(=O)NCCN2CCOCC2)ccc2c3c(c(=O)oc12)CCC3 (centres undefined),2,i,i,i,-1,1,-3,i,-13,i,i
Cn1cc(S(=O)(=O)NCc2ccc(F)cc2)c(=O)n(C)c1=O,-2,i,i,i,-8,-27,-3,i,.,i,i
O=C(O)c1cc(N/N=C/c2ccc(-c3ccc(F)cc3)o2)ccc1Cl,-2,i,i,i,-7,0,-2,i,3,i,i

# Full records, quoted from the list. Order of values: GSK3A inh	KCNQ1 inh	KCNK3 inh	KCNQ1 act	hERG rescue	GSK3beta inhib	Dyrk1A ADPGlo	PolyA inhibitor	HDAC3 inhib	KCNK9 inh	RGS4 act
# C=CCNC(=O)CCc1nnc(C2(c3ccc(Cl)cc3)CCC2)o1 in the list: -1	i	i	i	-2	-3	-3	i	.	i	i
# CCOC(=O)c1ccc2c(c1)n(CC)c(/C=C/Nc1ccccc1)[n+]2CC in the list: 1	13*	i	i	-25	-1	-1	i	5	i	i

# (further entries)
SMILES,GSK3A inh,KCNQ1 inh,KCNK3 inh,KCNQ1 act,hERG rescue,GSK3beta inhib,Dyrk1A ADPGlo,PolyA inhibitor,HDAC3 inhib,KCNK9 inh,RGS4 act
Cc1cc(NC(=O)CSc2nnc(C)c(=O)[nH]2)no1,2,i,i,i,-7,1,0,i,1,i,i
O=C(CC1C(=O)NCCN1Cc1ccccc1C(F)(F)F)NCCc1ccccn1 (centres undefined),.,i,i,i,-3,0,-4,i,-3,i,i
O=C(CC1CCCC1)OCn1nnc2ccccc2c1=O,-1,i,i,i,-7,1,-2,i,0,i,i
O=C(C1CCC(=O)N(C2CCCCCC2)C1)N1CCN(c2ccccc2Cl)CC1 (centres undefined),-2,i,i,i,-7,-1,-6,i,8,i,i
CC1CCN(C(=O)COc2ncnc3ccccc23)CC1,-3,i,i,i,-4,0,.,i,6,i,i
CC(=O)Nc1ccc(S(=O)(=O)Nc2ccccc2C(=O)NCc2cccnc2)cc1,-1,i,i,i,-5,2,0,i,-3,i,i
COc1cccc(CNC(=O)C2CCN(S(=O)(=O)c3c(C)nn(C)c3C)CC2)c1,-42,i,i,i,-13,-1,-17,i,-13,i,i
CSc1nsc(SCC(=O)Nc2ccc(O)c(C(=O)O)c2)n1,-2,i,i,i,-3,5,-4,i,-10,i,i
CC(C)(C)NC(=O)COc1ccc(CNCCc2ccccc2)cc1,0,i,i,i,-12,2,-2,i,-1,i,i
O=C(N/N=C/c1ccc(O)c(O)c1O)/C(=C/c1ccc([N+](=O)[O-])cc1)NC(=O)c1ccccc1,2,i,i,i,-14,1,-2,i,6,i,i
CCCCn1c(-c2sccc2C)n[nH]c1=S,-2,i,i,i,-13,-1,-5,i,-26,i,i
O=c1[nH]c(N2CCOCC2)nc2ncn(Cc3ccccc3)c12,-2,i,i,i,-11,4,1,i,2,i,i
COc1ccccc1N1CCN(C(=O)c2cc(-c3ccc(C)cc3)on2)CC1,-2,i,i,i,-8,0,-5,i,11,i,i
Cc1ccccc1NC(=O)Cc1nnc(SCC(=O)NC2CCCCC2)n1C,3,i,i,i,-7,2,2,i,-1,i,i
Cc1ccc(O)c(NC(=O)CN(C)S(=O)(=O)c2ccc(Cl)cc2)c1,-3,i,i,i,-4,2,1,i,1,i,i
CN1CCN(C(=O)c2ccc(Oc3ccc([N+](=O)[O-])cc3)cc2)CC1,-3,i,i,i,-1,2,-6,i,2,i,i
CSc1nnc(-c2nnc(SC)n2-c2ccccc2)n1-c1ccccc1,-3,i,i,i,-2,4,7,i,?,i,i
CC(=O)c1cccc(NC(=O)Nc2cnn(Cc3ccc(Cl)cc3Cl)c2)c1,1,i,i,i,-12,3,1,i,-2,i,i
Cc1ccc(C)c(S(=O)(=O)NCCCn2ccnc2)c1,-2,i,i,i,-12,2,-5,i,-2,i,i
CN1/C(=C\C=N\NC(=O)c2cccnc2)C(C)(C)c2ccccc21,1,i,i,i,-9,0,-3,i,14,i,i
Cc1ccc(NC(=S)NC2CCSc3ccccc32)cc1C (centres undefined),-1,i,i,i,-7,2,.,i,10,i,-8.8*
CC1(C)NC(=O)N(CC(=O)Nc2cc(S(=O)(=O)N3CCOCC3)ccc2N2CCOCC2)C1=O,-3,i,.,i,-5,-2,.,i,1,i,i
Cc1ccc(NC(=O)c2ccc3c(c2)C(=O)N(c2cc(C)ccc2C)C3=O)nc1,0,i,i,i,-11,-3,1,i,-17,i,i
COC(=O)c1ccccc1NC(=O)CS(=O)(=O)Cc1nc(-c2ccc(C)cc2)oc1C,0,i,i,i,-9,4,1,i,1,i,i
Cc1ccccc1C(=O)Oc1ccc2ccc(O)cc2c1,0,i,i,i,-7,6,5,i,-1,i,i

# This is a subset; rates above refer to the full screens.
